Bioassay records from PubChem.
SRC3 inh: human NCOA3 inhibition. inhibition, % at 3.6 µM. Q9Y6Q9. HEK293 GAL4-SRC3 luciferase reporter, luminescence. 360,000 compounds, 0.17% hits;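 active means inhibition above a per-campaign cutoff, the mean of all compounds plus 3 SD, cut at about 60% in these data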;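 further: 0% = DMSO-treated cells and 100% = gossypol-treated cells at 36 µM; higher means less SRC3-driven luciferase light from the GAL4 reporter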
NR2F2 inh: NR2F2 (human) inhibition, primary screen; P24468; 370,000 compounds, 0.7% hits; inhibition, % at 8.6 µM; HEK293T NGFI-A luciferase reporter, luminescence; AID 686940;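 active means inhibition above a per-plate cutoff, mean inhibition of test wells between control levels plus 3 SD, cut at about 38% in these data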;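 further: cells cotransfected with COUP-TFII expression vector driving the NGFI-A reporter; 0% = median of COUP-TF2 test wells and 100% = reporter-only cells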
NOD2-RIPK2 inh: inhibitors of human NOD2-RIPK2 interaction. O43353. CHO BLA complementation NOD2-RIPK2, CCF4 ratio. inhibition, % at 4.98 µM. 360,000 compounds, 0.38% hits. AID 624267; in the data active means inhibition above about 21%;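 further: 0% = vehicle only and 100% = reference blocker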
Target sequence (O43353 whole entry, looked up): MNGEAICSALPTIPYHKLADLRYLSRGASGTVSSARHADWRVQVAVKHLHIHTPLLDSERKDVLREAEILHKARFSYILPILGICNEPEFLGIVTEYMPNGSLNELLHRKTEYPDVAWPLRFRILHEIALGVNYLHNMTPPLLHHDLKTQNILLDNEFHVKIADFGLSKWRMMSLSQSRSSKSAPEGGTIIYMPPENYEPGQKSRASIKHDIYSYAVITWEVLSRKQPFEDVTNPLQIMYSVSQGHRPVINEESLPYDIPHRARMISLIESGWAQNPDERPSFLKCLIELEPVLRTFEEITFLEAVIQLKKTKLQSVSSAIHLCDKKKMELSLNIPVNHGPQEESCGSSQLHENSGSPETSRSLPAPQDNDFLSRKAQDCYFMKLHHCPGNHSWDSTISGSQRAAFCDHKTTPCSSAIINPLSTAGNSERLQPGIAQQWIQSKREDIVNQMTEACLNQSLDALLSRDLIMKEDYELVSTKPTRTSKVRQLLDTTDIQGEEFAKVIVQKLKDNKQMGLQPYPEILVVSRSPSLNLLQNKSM
TLR9-MyD88 block: blocks human TLR9 binding to MyD88; Q9NR96+Q99836; CHO BLA complementation TLR9-MyD88, CCF4 FRET ratio; inhibition, % at 4.98 µM; 340,000 compounds, 0.21% hits; AID 504734;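 active means inhibition above the mean over all tested compounds plus 3 SD, cut at about 21% in these data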;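 further: 0% = DMSO only wells and 100% = clavulanate BLA inhibitor control wells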
ABHD5-PLIN5 inh: blocks binding of human ABHD5 to perilipin-5; Q00G26+Q8WTS1; Split G. princeps luciferase complementation, luminescence, 4 h; inhibition, % at 4 µM; 360,000 compounds, 0.78% hits; AID 602281;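 active means inhibition above the mean inhibition across every tested compound plus 3 SD, cut at about 22% in these data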;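 further: 0% = DMSO only wells and the 100% control is not disclosed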
EBV LMP1 NFkB: inhibitors of Epstein-Barr LMP1-induced NF-kappaB reporter; AID 504558; 350,000 compounds, 0.69% hits; inhibition, % at 12.5 µM; LMP1-induced NF-kappaB luciferase reporter cells, luminescence; in the data active means inhibition above about 41%;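 further: 0% = neutral control wells and 100% = reference inhibitor control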
NCOA1 inh: inhibits human SRC1 coactivator | 360,000 compounds, 0.12% hits | Q15788 | inhibition, % at 3.6 µM | HEK293 GAL4-SRC1 luciferase reporter, luminescence;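 active means inhibition above the campaign mean plus 3 SD, with each screening campaign given its own cutoff, cut at about 60% in these data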;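 further: 0% = DMSO treated cells and 100% = gossypol at 36 µM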
MC4R antagonist: blocks human MC4R cAMP signaling; MC4R-expressing cells, MTII-stimulated cAMP, LANCE TR-FRET; inhibition, % at 6.5 µM; 360,000 compounds, 0.48% hits; AID 540295;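 active means inhibition above its plate's cutoff, the mean of tested wells on that plate plus 3 SD, cut at about 29% in these data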;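 further: 0% = Melanotan II alone and 100% = Melanotan II plus saturating MCL0020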
Target sequence (P32245 whole entry, looked up): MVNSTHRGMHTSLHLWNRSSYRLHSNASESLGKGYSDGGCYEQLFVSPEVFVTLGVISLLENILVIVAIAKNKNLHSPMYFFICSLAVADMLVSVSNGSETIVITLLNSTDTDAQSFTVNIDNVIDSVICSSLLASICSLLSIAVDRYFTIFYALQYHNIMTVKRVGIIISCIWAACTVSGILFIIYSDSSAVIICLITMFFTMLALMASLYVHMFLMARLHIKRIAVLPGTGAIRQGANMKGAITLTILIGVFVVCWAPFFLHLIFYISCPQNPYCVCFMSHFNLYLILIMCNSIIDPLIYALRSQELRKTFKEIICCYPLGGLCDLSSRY
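Test system: U2OS cells stably expressing human melanocortin 4 receptor (MC4R); also added: Melanotan II challenge; compound: 6.5 µM single dose; timing: 30-min compound preincubation, 1-h Melanotan II challenge, 1-h detection, room temperature; signal: Eu-cAMP/anti-cAMP TR-FRET, emission 671 nm; repeats: one well per compound, no replicates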
NR5A2 inv ag: NR5A2 inverse agonism in reporter assay; O00482; HEK293T StAR-luciferase reporter, LRH-1 transfected, 24 h; inhibition, % at 3.6 µM; 360,000 compounds, 0.13% hits; AID 602396;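 active means inhibition above the mean inhibition of all tested compounds plus 3 SD, cut at about 73% in these data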;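 further: 0% = DMSO wells and 100% = reporter-only cells lacking LRH-1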
NCOA2 inhibitor: inhibits human steroid receptor coactivator 2; Q15596; HEK293 GAL4-SRC2 luciferase reporter, luminescence; inhibition, % at 9 µM; 370,000 compounds, 0.17% hits; AID 651957;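 active means inhibition above the mean inhibition of all tested compounds plus 3 SD, set per campaign, cut at about 52% in these data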;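 further: 0% = DMSO treated cells and 100% = cells given Gossypol at 36 µM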
MC4R barr agon: human MC4R agonism via beta-arrestin. P32245. U2OS MC4R beta-arrestin complementation, luminescence; percent of melanotan II response, DMSO zero. activation, % at 8.9 µM. 360,000 compounds, 0.98% hits. AID 540308;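 active means activation above a per-plate cutoff, the mean activation of sample wells on that plate plus 3 SD, cut at about 8% in these data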
Active calls of the source: *; . = no result given.

SMILES	SRC3 inh	NR2F2 inh	NOD2-RIPK2 inh	TLR9-MyD88 block	ABHD5-PLIN5 inh	EBV LMP1 NFkB	NCOA1 inh	MC4R antagonist	NR5A2 inv ag	NCOA2 inhibitor	MC4R barr agon
Cn1c(CS(=O)Cc2c(Cl)cccc2Cl)nnc1SCc1c(Cl)cccc1Cl (stereo not given)	2	2	-4	-6	1	11	-11	3	-12	-6	-0.9
Nc1ccccc1-n1c(=O)n(Cc2ccccc2F)c(=O)c2[nH]cnc21	-9	-28	-1	6	-1	-10	-5	6	19	-7	1.2
O=C(CCC(=O)N1CCN(c2ccccn2)CC1)c1cccs1	-51	-45	-2	3	-1	-9	-110	5	-46	-45	-0.8
Fc1cccc(F)c1/C=C/c1ccc2ccccc2n1	-88	-31	-14	-6	-6	5	-96	-1	-162	-38	-0.5
CC1CN(C(=O)Cn2cc(S(=O)(=O)CC(=O)N(C)c3ccccc3)c3ccccc32)CC(C)O1 (stereo not given)	-12	1	1	-19	0	-1	-48	14	-19	-5	0.5
O=S(=O)([O-])C(c1ccccc1)[n+]1ccccc1 (stereo not given)	-4	10	-7	7	12	-5	-5	4	-13	-19	-1.5
Cc1ccc(CNC(=O)CCS(=O)(=O)c2cc3c(cc2Cl)NC(=O)CO3)cc1	-1	8	-8	0	-4	7	-1	8	5	0	-1.2
CC(=O)Nc1ccc(NC(=O)C2Cc3c(-c4cccc(NC(C)=O)c4)ccnc3O2)cc1 (stereo not given)	1	12	-10	.	1	.	11	-2	7	-31	0.5
O=C1C(Cl)=C(N2CCOCC2)C(=O)N1c1ccccc1	22	8	-6	5	15	-5	5	2	9	-25	-2.4
CC1(C)CC(CC(=O)O)C(=O)O1 (stereo not given)	-18	1	0	-11	6	-1	-20	-3	-4	5	-2.4
Cc1ccc([N+](=O)[O-])c(C)[n+]1C	18	2	-3	-4	3	12	12	-1	2	1	-0.3
COc1ccc(CCNC(=S)N2CCN(S(=O)(=O)c3ccc(Cl)cc3)CC2)cc1	10	1	-6	-4	-2	0	-1	1	8	-8	5.2
CCCn1c(=O)[nH]c(=O)c2c(C(=O)OCC)cc(-c3cccs3)nc21	-10	-35	-11	1	-1	-9	-6	22	-4	-22	2.4
O=C(CSc1nnc(C2CC2)n1Cc1ccccc1)c1ccc(S(=O)(=O)N2CCOCC2)cc1	-12	-5	-15	-18	-2	4	8	5	-8	-12	1.1
Cc1ccc(C(=O)N2CCC(n3nccc3NC(=O)C3CCOC3)CC2)cc1 (stereo not given)	14	-9	-19	1	-4	29	-13	2	1	-10	-2.4
Cc1nc(SCC(=O)NC(=O)NCc2ccco2)nc(C)c1C	10	-3	-7	-8	20	2	-13	15	-7	2	-1.0
CC1(c2ccccc2)NC(=O)N(CC(=O)NCCN2C(=O)S/C(=C\c3cccnc3)C2=O)C1=O (stereo not given)	14	-10	5	2	2	-3	-18	-2	0	14	-0.6
COc1ccc(-c2cc(=O)c3c(OC)c(OC)c(OC)c(OC)c3o2)cc1	-4	2	-7	-5	5	-2	5	-21	13	-6	0.3
CCC(C)N1CC23C=CC(O2)C(C(=O)OC)C3C1=O (stereo not given)	-26	-4	-7	-2	-2	-6	-4	0	-14	-24	-1.6
O=C(O)c1cccc(S(=O)(=O)N2CCC(Cc3ccccc3)CC2)c1	3	-19	-11	-2	5	6	5	-2	-7	-5	-1.7
Cc1cc2c(cc1C)[n+](C)cn2CC(O)COCC1CC=CCC1 (stereo not given)	7	-3	-11	3	6	-6	13	-4	27	-4	-0.2
C[n+]1ccc(C(=O)NCc2ccccc2)cc1	-10	.	-4	-10	-1	2	-3	7	-8	.	-2.2
Oc1ccc(/C=N/Nc2ccnc3cc(Cl)ccc23)c(O)c1O	9	4	-2	-1	-17	4	3	0	0	-1	0.3
N/C(=N\OC(=O)Cc1cccs1)c1ccc([N+](=O)[O-])cc1	-11	-7	-8	-2	-1	-7	-25	0	12	-36	-0.9
CCOc1cc(Cl)c(CNCCCN2CCOCC2)cc1OC	-11	-6	8	4	-7	-7	13	4	-2	-1	-1.9
Later entries.
SMILES	SRC3 inh	NR2F2 inh	NOD2-RIPK2 inh	TLR9-MyD88 block	ABHD5-PLIN5 inh	EBV LMP1 NFkB	NCOA1 inh	MC4R antagonist	NR5A2 inv ag	NCOA2 inhibitor	MC4R barr agon
Cn1c(SCC(=O)Nc2ccc(NC(=O)c3cccs3)cc2)nnc1-c1ccncc1	-15	8	-4	8	1	-7	3	-1	6	-2	-0.1
COc1nccnc1NS(=O)(=O)c1ccc(NC(=O)c2ccccc2Br)cc1	2	6	-3	-18	2	-3	7	-5	25	11	-0.6
COc1ccc(-c2noc(CNC(=O)c3ccoc3C)n2)cc1OC	-14	4	8	7	2	-3	-16	0	-2	-14	-0.9
CC(=O)N1c2ccc(S(=O)(=O)NCCC(=O)N3CCC(C)CC3)cc2CC1C (stereo not given)	-3	-11	-2	15	6	1	1	0	0	9	-1.0
COc1cc(/C=C/C(=O)OCC(=O)Nc2cccc(Oc3ccccc3)c2)ccc1O	3	11	4	-21	-4	3	-10	-3	-35	11	3.5
CCOc1ccc(NC(=O)CN(C)C(=O)Cc2sc(C)nc2-c2ccc(F)cc2)cc1OCC	4	13	-6	-8	2	2	-11	7	-2	22	-3.1
CCCN(CC(=O)Nc1ccc(C(N)=O)cc1)CC(=O)Nc1ccc(Cl)cc1Cl	25	12	3	10	7	-1	7	7	8	-6	-0.9
COc1ccc([N+](=O)[O-])cc1/C=N/NC(=O)CNC(=O)C(c1ccccc1)c1ccccc1	-2	-2	-12	2	0	-29	-6	0	-10	-27	-2.6
Cc1noc(C)c1NC(=O)N(C)C[C@H]1Oc2c(cccc2N(C)C)C(=O)N([C@H](C)CO)C[C@@H]1C	-1	-4	-5	8	3	-14	-12	-2	0	-26	-1.6
NC(N)=Nc1nc(CCN2C(=O)c3ccccc3C2=O)cs1	3	26	-11	-6	-1	-40	-40	-1	-9	-39	-2.6
C[C@H](NC(=O)c1nc[nH]c1C(=O)N1CCNCC1)C(=O)OCc1ccccc1	9	-2	-6	-5	-2	2	0	10	11	21	-1.2
O=C(c1cccs1)n1nc(NCc2ccccc2)nc1NCc1ccccc1	15	-33	-7	-18	-2	2	5	7	2	12	0.0
COCCCN1C(=O)c2ccc(C(=O)Nc3ccc(C)cc3C)cc2C1=O	-14	-2	5	-12	-1	-2	-8	19	-10	-48	-0.5
CCN(CC)C(=O)c1[nH]cnc1C(=O)Nc1ccccc1	10	9	2	-2	-4	3	-12	5	-7	-11	0.7
C=CCn1nnnc1SCC(=O)Nc1ccc(OC)cc1	-9	10	-17	1	-6	-3	-10	-2	-4	4	-1.5
CC(C)CN(C(=O)CN1CCN(c2ccc(F)cc2)CC1)c1c(N)n(CC(C)C)c(=O)[nH]c1=O	0	16	-3	3	1	-8	5	3	-2	-8	-0.2
CCOC(=O)N1CCC(NC(=O)Cn2ncc3ccccc32)CC1	12	-1	-20	3	-4	0	-3	11	10	-16	0.9
CCc1nc2ccc(C(=O)NCCc3c[nH]c4ccccc34)cn2c1N(C)Cc1ccc(N(C)C)cc1	-45	4	7	.	-9	.	-12	15	13	-36	-2.1
CCOC(=O)C1CCN(CC(=O)c2c(C)[nH]c3ccccc23)CC1	11	-2	2	-9	2	-2	-5	2	-1	8	-0.8
Cc1noc(-c2ccc(Cl)cc2)c1C(=O)O/N=C(\N)c1ccc(C(C)(C)C)cc1	8	5	-11	-7	1	-1	2	7	6	-46	1.7
CCOc1cc(C(=O)OCC(=O)Nc2cccc(C)c2)ccc1OCC(=O)N1CCOCC1	8	-20	-11	2	2	4	-14	-2	-5	0	-3.7
O=C(O)c1cccc(NC(=O)c2ccccc2NC(=O)c2cccc([N+](=O)[O-])c2)c1	-7	-6	-13	4	7	-9	16	-1	11	12	-0.2
O=C(CCN1CCN(c2ccccc2)CC1)Nc1ccc2c(c1)OCO2	5	7	1	-2	3	-2	3	10	-9	15	-1.2
COc1ccc(C)cc1NC(=O)C1CCCN(S(=O)(=O)c2ccc(-n3cnnn3)cc2)C1 (stereo not given)	-2	0	-7	2	-6	-6	5	1	3	0	0.6
O=C(Nc1ccccc1)c1ccccc1N=Cc1ccccc1O	-1	-15	-11	1	-7	0	-25	-3	-38	-41	-1.0
(continued)
SMILES	SRC3 inh	NR2F2 inh	NOD2-RIPK2 inh	TLR9-MyD88 block	ABHD5-PLIN5 inh	EBV LMP1 NFkB	NCOA1 inh	MC4R antagonist	NR5A2 inv ag	NCOA2 inhibitor	MC4R barr agon
COc1ccc(OC)c(CNc2nc3ccccc3n2CCN2CCCCC2)c1	5	8	-5	-7	0	3	-7	-4	-11	-23	-1.7
O=C(COC(=O)c1cccnc1)c1ccc(Cl)cc1	8	-10	6	1	-3	-1	-3	5	-2	-11	-1.3
O=C(Nc1ccnn1C1CCN(Cc2ccccc2)CC1)C1CCCC1	-3	4	-1	-4	9	1	-9	14	-6	-31	-0.5
CC(=O)Oc1cccc(/C=C2\C=C(c3ccc(C)cc3)OC2=O)c1	26	-16	-8	-3	-5	9	-1	5	1	-16	-1.8
CCC(=O)NC(=S)Nc1ccc(NC(=O)COc2ccccc2)cc1	1	1	4	-4	1	-3	-12	14	4	14	2.9
O=C1NC2(CCC3(CC2)OCCO3)NN1c1ccc(Cl)cc1	0	-2	-12	.	0	-15	1	23	-2	-11	-1.0
COc1ccc(NC(=O)c2cc(S(=O)(=O)N(C)C)ccc2N2CCCC2)cc1Cl	15	-1	-7	-1	-2	-5	2	1	-14	-8	-2.5
CCOC(=O)c1sc(C)c2c(=O)n(Cc3ccc(Cl)cc3)cnc12	-12	-21	2	-7	1	-1	3	10	-4	-10	-2.8
CC(=O)Nc1ccc2c(c1)OCCOCCOc1cc(NC(C)=O)ccc1OCCO2	2	-2	4	12	10	-9	17	3	-4	-13	1.2
Cc1cc(NC(=O)COc2coc(CN3CCN(c4ccccc4)CC3)cc2=O)no1	2	5	-7	-1	-7	-9	3	9	-3	15	-3.3
CCN1CCN(CCNC(=O)c2cc(Cl)c(NC(=O)C3=C(C)OCCS3)cc2OC)CC1	0	4	1	3	-7	-11	4	4	0	4	-2.0
COc1ccc(C2Nc3cccc4cccc(c34)N2)cc1	-17	11	-9	5	4	-12	-23	7	28	-7	-2.0
C/C(CC(=O)NC(C)(C)C)=N\NC(=O)c1ccco1	-41	-32	-10	-1	-4	7	-77	6	-111	-14	-1.1
CCn1c(CSc2nc3ccccc3n2C)nc2ccccc21	-7	-16	-5	8	-5	4	-3	0	-26	-14	-0.8
CCOc1ccc(C2c3[nH]c4ccccc4c3CCN2CCCn2cccn2)cc1 (stereo not given)	16	-5	-4	.	0	3	-11	-3	-17	-15	-0.3
N#CC1=C2CCCCC2(O)NC1=O (stereo not given)	8	-19	-11	-7	-4	5	3	-2	-12	15	-2.2

Only part of the results is shown; the hit share may differ from the screen's.
